# VLA-4 inh = inhibition in a human VLA-4 binding assay; 0.2% of 330,000 active; inhibition, % (about 7 µM as worked out from the volumes in the protocol); VLA-4 expressing cells, ligand binding flow cytometry; in the data active means inhibition above about 50%
# Efflux pump mplx = blocks antifungal efflux pumps in multiplex yeast assay | inhibition, % at 10 µM | 0.44% of 330,000 active | S. cerevisiae Candida pump triplex, Nile Red efflux | AID 485275;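 active means plate passing quality check with inhibition over a set limit, or well fluorescence over plate mean plus 4 SD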;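 further: Nile Red retained in pooled yeast measured as flow cytometry median fluorescence; 0% = buffer negative control and 100% = Enniatin B positive control; higher means more Nile Red kept so more efflux inhibition; some compounds called inactive have numbers as strong as hits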
# GRK2 inh = human GRK2 inhibition via aptamer displacement; P25098; bead flow cytometry, FAM-aptamer displacement from GRK2; inhibition of aptamer binding, % at 10 µM; 0.59% of 330,000 active; AID 488847;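 active means inhibition of aptamer binding above 40%, roughly 3 SD of noise, on plates passing a quality check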;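 further: median bead fluorescence of bound FAM aptamer so fluorescent compounds give negative values; no value below 0 was filed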
# The depositor's hits bear a star.
SMILES,VLA-4 inh,Efflux pump mplx,GRK2 inh
O=C(COc1ccc2cc(Br)ccc2c1Br)N1CCOCC1,21,-0.1,2
COc1ccccc1/C=C/C(=O)NC(=S)N1CCN(C)CC1,0,-0.2,0
Cc1ccc(NC(=S)N2CCCC2)cc1C,0,0.3,0
CCOc1ccc(N(CC(=O)N/N=C/c2ccccn2)S(=O)(=O)c2ccc(Cl)cc2)cc1,9,-0.2,1
COc1cccc(NC(=S)N2CCC(Cc3ccccc3)CC2)c1,1,0.1,0
COc1cc(C(=O)N/N=C(\C)c2ccc(NC(=O)Cc3ccccc3)cc2)ccc1O,-7,0.1,2
O=C(Nc1cccc(F)c1)NC1CCCCCCC1,2,-0.1,2
CCOC(=O)CCCCCC(=O)Nc1ccc2c(c1)CC(=O)N([C@@H](C)CO)C[C@H](C)[C@@H](CN(C)C(=O)Nc1ccc3c(c1)OCO3)O2,-36,-0.1,0

# Some of these compounds in order of their number in GRK2 inh, lowest first.
SMILES,VLA-4 inh,Efflux pump mplx,GRK2 inh
COc1ccccc1/C=C/C(=O)NC(=S)N1CCN(C)CC1,0,-0.2,0
CCOc1ccc(N(CC(=O)N/N=C/c2ccccn2)S(=O)(=O)c2ccc(Cl)cc2)cc1,9,-0.2,1
COc1cc(C(=O)N/N=C(\C)c2ccc(NC(=O)Cc3ccccc3)cc2)ccc1O,-7,0.1,2

# Full records, looked up by structure. Screens in order: VLA-4 inh	Efflux pump mplx	GRK2 inh
# Results for `CCOC(=O)CCCCCC(=O)Nc1ccc2c(c1)CC(=O)N([C@@H](C)CO)C[C@H](C)[C@@H](CN(C)C(=O)Nc1ccc3c(c1)OCO3)O2` : -36	-0.1	0
# Results for `COc1cccc(NC(=S)N2CCC(Cc3ccccc3)CC2)c1` : 1	0.1	0
# Results for `Cc1ccc(NC(=S)N2CCCC2)cc1C` : 0	0.3	0
# Results for `O=C(COc1ccc2cc(Br)ccc2c1Br)N1CCOCC1` : 21	-0.1	2

# Only part of the results is shown. The share of hits here may be higher or lower than overall.
